MEKK3 PB1 HTS: MEKK3-MEK5 PB1 interaction, increase or decrease; Q99759; bead-based flow cytometry, Alexa488-MEK5 binding to MEKK3; actives lie on both sides; 0 = blocked by unlabeled MEK5, 100 = vehicle; binding response (% of control), % at 10 µM; actives 1.4% (n = 290,000);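 active = binding response more than 3 SD above or below the average of its plate-row segment, actives on both sides; inconclusive = wells at one plate position flagged as instrument error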;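 also: Alexa488 bead fluorescence after subtracting the streptavidin-only scavenger bead signal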
Target sequence (Q99759 whole entry, looked up): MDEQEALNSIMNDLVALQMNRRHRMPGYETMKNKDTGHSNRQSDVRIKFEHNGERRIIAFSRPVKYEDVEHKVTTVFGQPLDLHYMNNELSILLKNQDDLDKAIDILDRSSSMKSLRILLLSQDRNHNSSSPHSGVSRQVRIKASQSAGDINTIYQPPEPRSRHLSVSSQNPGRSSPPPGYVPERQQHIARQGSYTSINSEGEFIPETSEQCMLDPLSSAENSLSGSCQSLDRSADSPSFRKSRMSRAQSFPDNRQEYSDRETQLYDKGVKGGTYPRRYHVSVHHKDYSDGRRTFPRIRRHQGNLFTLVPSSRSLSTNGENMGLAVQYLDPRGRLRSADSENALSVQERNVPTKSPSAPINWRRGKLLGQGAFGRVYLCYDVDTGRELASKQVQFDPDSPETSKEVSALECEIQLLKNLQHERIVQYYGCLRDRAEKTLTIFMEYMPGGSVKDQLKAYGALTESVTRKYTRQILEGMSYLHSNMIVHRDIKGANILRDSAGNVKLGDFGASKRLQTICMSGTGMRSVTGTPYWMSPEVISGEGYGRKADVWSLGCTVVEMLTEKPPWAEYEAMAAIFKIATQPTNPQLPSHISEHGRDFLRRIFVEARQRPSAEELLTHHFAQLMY
CRFBP-R2 agonist: CRF-BP/CRF-R2 complex agonism; HEK293 CRF-R2/CRF-BP, calcium dye fluorescence (FLIPR); percent of saturating CRF peptide response; activation, % at 13.2 µM; actives 0.46% (n = 350,000);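 active = activation of at least 50%, plus an integration ratio under a set limit after plate pattern correction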;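 also: plate controls were neutral control wells without compound for no effect and CRF at EC100 for full effect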
GalR3 antagonist: blocks the human galanin receptor 3 | HEK293 GalR3-CNG cAMP membrane potential fluorescence; galR3 body fused to GalR1 C-terminus | AID 651719 | actives 0.44% (n = 360,000) | O60755 | inhibition, % at 3 µM;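 active = inhibition above the screen-wide average plus 3 SD, cut at about 13% in these data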;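 also: forskolin and galanin both at EC90 stimulate the cells; cAMP rise reported by CNG channel membrane potential dye signal; 0% = forskolin plus galanin with DMSO and 100% = forskolin alone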
CRFR2-BP antag: CRF-BP/CRF-R2 complex antagonism; inhibition, % at 11.8 µM; actives 0.59% (n = 350,000); HEK293 CRF-R2/CRF-BP, CRF-induced calcium fluorescence;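 active = inhibition of the ligand-induced calcium signal above about 50% at the single tested concentration, limit read from the data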
MEKK2 WT-MEK5: raises or lowers MEK5 binding to wildtype human MEKK2 PB1 domain; actives 1.1% (n = 290,000); binding response (% of control), % at 10 µM; AID 1531; bead flow cytometry, Alexa488-MEK5 binding to MEKK2 WT; actives lie on both sides; in the data active = binding response below about 67% or above about 130%; inconclusive = no clear call, values can overlap the other calls; inactive = in between
SUMO HTRF inh: SUMOylation inhibition | P63279 | HTRF SUMOylation assay, SAE1/SAE2 + UBC9, in vitro | inhibition, % at 35 µM | actives 0.36% (n = 290,000) | AID 2006; in the data active = inhibition above about 50%, passing the limit was not always enough; inconclusive = no clear call, values can overlap the other calls; also: strong numbers were not always called active
Target sequence (P63279 whole entry, looked up): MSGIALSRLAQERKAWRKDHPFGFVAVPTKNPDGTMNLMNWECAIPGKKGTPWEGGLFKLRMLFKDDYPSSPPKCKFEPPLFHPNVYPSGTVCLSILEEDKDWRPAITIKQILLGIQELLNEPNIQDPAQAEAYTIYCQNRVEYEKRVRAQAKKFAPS
DNA FID counter: displaces DNA intercalator in HCV helicase counter-screen; AID 1845; actives 0.17% (n = 290,000); DNA fluorescent intercalator displacement, fluorescence; inhibition, % at 7.9 µM; in the data active = inhibition above about 37%;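 also: 0% = vehicle and 100% = reference compound; higher means more ethidium bromide displaced from hairpin DNA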
HCV NS3 hel inh: inhibitors of Hepatitis C virus NS3 helicase | inhibition, % at 10.9 µM | NS3 helicase DNA unwinding, Cy5 molecular beacon fluorescence | AID 1800 | actives 0.56% (n = 290,000);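 active = inhibition above the mean of all tested compounds plus 3 SD, set per campaign, cut at about 35% in these data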;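 also: 0% = DMSO wells and 100% = thioflavine S control wells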
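Measured by: Cy5 fluorescence, 0 and 60 min reads / Assay system: NS3 helicase fragment of HCV / Control set: low DMSO, high thioflavine S at 110 µM / Times: 1 h reaction at 25 °C, ATP-initiated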
MEKK2mut PB1 HTS: signal of MEK5 binding to mutant human MEKK2 PB1 domain | bead flow cytometry, Alexa488-MEK5 binding to MEKK2 mutant | percent response, % at 10 µM | actives 0.35% (n = 290,000) | AID 1530; in the data active = percent response above about 24%, passing the limit was not always enough; also: inactives centre near 1; some results filed as inactive read as strong as hits
Active calls of the source: *; ? = inconclusive; . = not tested or not shown; & = joins results of further samples.

smiles,MEKK3 PB1 HTS,CRFBP-R2 agonist,GalR3 antagonist,CRFR2-BP antag,MEKK2 WT-MEK5,SUMO HTRF inh,DNA FID counter,HCV NS3 hel inh,MEKK2mut PB1 HTS
CNc1cc(N2CCN(C)CC2)ccc1[N+](=O)[O-],88,0.1,-5,-1,81,-5,-1,-7,-9
FC(F)=C(F)CCSc1ncn[nH]1,108,-0.9,-2,13,113,17,-1,-6,10
CC1CCC(NCC(O)c2ccccc2)CC1 (configuration not stated),98,0.6,-6,-31,102,0,0,-3,-1
O=S1(=O)CCN(CCc2c[nH]c3ccccc23)CC1,109,-1.6,-7,-9,105,-11,-2,8,-1
CC[n+]1c(SC)ccc2cc(OC)ccc21,175*,2.5,-5,-14,108,5,2,2,1
CSc1ccc(C(=O)C2CCCN(Cc3cc4ccccc4[nH]3)C2)cc1 (configuration not stated),104,0.1,-8,-27,217*,-14,20,-86,48
CN[C@H](C)[C@H](O)c1ccccc1,97,-0.3,.,-20,89,7,1,1,1
O=C(CCc1nnc2ccc(NCc3ccc(F)cc3)nn12)N1CCC2(CC1)OCCO2,101,0.7,6,-11,103,18,-33,0,0
CCN(CC)C(=O)c1ccc(NC(=O)c2cccc(F)c2)cc1,101,0.5,-5,-26,106,0,-19,8,0
COc1ccc2c(c1)c(C(=O)C(C)N1CCCCC1)c(C)n2C (configuration not stated),106,1.7,-4,0,110,-10,1,-4,1
COP(=O)(OC)C(NS(=O)(=O)c1ccccc1)C(Cl)(Cl)Cl (configuration not stated),95,-3.7,4,-12,90,2,7,1,-10
NC(Cc1ccccc1)Cc1ccccc1,98,-2.5,-8,10,99,13,2,-5,-4
[O-][n+]1onc2c1CCC1N(O)CCC21O (configuration not stated),103,-0.4,-5,0,100,-8,-3,0,8
Cc1ccc(S(=O)(=O)N(C)c2ccc(C(=O)NCC3(N(C)C)CCCCC3)cc2)cc1,100,-0.6,-2,-16,106,7,23,-37,4
O=C(COc1ccccc1)N1CCN(C2CCCC2)CC1,102,-1.4,-3,27,105,1,6,-2,7
Cc1cc([N+](=O)[O-])c(Cl)cc1NC(=O)C(C)C,104,-2.9,-2,12,104,-2,-1,4,-1
C[C@H]1CC[C@H]2NCCN[C@H]2C1,89,-0.5,-6,0,94,3,3,6,-12
N=Cc1c(O)n(-c2cccc(Cl)c2)c(=O)[nH]c1=O,101,-1.1,-4,-3,102,3,0,15,2
CCOP(=O)(OCC)C(NC(=O)CC(C)C)C(Cl)(Cl)Cl (configuration not stated),82,0.3,-1,-3,100,23,-12,2,-1
O=C(c1cccc(N2CCCC2=O)c1)N1CCC2(CC1)OCCO2,97,1.1,2,-7,101,14,-2,-1,1
O=c1cccc2n1CC1CC2CN(Cc2c(F)cccc2Cl)C1 (configuration not stated),102,-3.2,-4,-19,101,7,-13,6,2
Cc1cc(N2C(=O)CC(N3CCC(n4c(=O)[nH]c5ccccc54)CC3)C2=O)no1 (configuration not stated),104,-1.7,-4,-9,111,20,-6,1,6
O=c1[nH]c(=O)n(CCc2ccc(F)cc2)c(O)c1C=NCCCN1CCOCC1,102,0.1,-2,11,102,-10,-7,-6,2
COc1ccc(CNCCc2ccc(Cl)cc2Cl)cc1,103,0.0,-10,1,107,-4,19,3,3
CCOc1cc2c(cc1OCC)-n1cccc1C(c1ccccc1O)NC2 (configuration not stated),103,0.4,-13,-15,108,0,18,-43,8
COc1ccc(N2C(=O)NC(=O)/C(=C/c3ccc4c(c3)Cc3ccccc3-4)C2=O)cc1,97,.,.,.,84,18,-11,16,-9
O=C(c1ccco1)C12CN3CN(CN(C3)C1)C2,95,1.1,4,0,92,-20,-2,-3,-5
Cc1ccc(C)c(OCc2cc(C(=O)N3C[C@H]4C[C@@H](C3)c3cccc(=O)n3C4)no2)c1,98,-0.8,-3,1,104,10,-53,5,1
O=C1NC(=O)N(Cc2ccc(F)cc2)C(=O)/C1=C\c1ccc([N+](=O)[O-])s1,92,0.2,-5,-11,89,63*,-7,35,-10
CCOc1cc2c(cc1OCC)-n1cccc1C(c1ccc(OC)c(O)c1)NC2 (configuration not stated),106,0.4,-7,-9,115,-5,16,-29,7
CC(=O)Nc1ccc(C(c2c(O)c3ccccc3oc2=O)c2c(C)n(C)n(-c3ccccc3)c2=O)cc1 (configuration not stated),99,1.2,-4,10,95,0,-25,8,-4
Cc1cc(C(=O)CS(=O)c2ccc(F)cc2)cc(C)c1OC(=O)N(C)C (configuration not stated),100,-2.3,-4,10,99,-3,-17,4,-3
C=C(CO)CC1CC(O)[C@]2(C)OC3CC4OC5C[C@]6(C)O[C@]7(C)CCC8OC9C[C@]%10(C)OC%11C(C)=CC(=O)OC%11CC%10OC9C[C@@H](C)C8OC7CC6O[C@]5(C)C/C=C\C4OC3CC2O1 (some centres not stated),105,0.0,-3,-2,100,6,-21,-4,4
Cc1ccsc1C(=O)C1CCCN(Cc2cnc(N(C)C)s2)C1 (configuration not stated),97,.,.,.,90,3,8,-1,-10
CN(C)c1ccc(C=C2C(=O)NC(=O)NC2=O)cc1[N+](=O)[O-],98,-2.3,-1,16,97,4,-3,1,-5
COc1cccc(-n2c(/C=C/c3ccc(O)c(O)c3)nc3ccccc3c2=O)c1,94,5.2,7,-34,81,12,-18,17,-10
N=c1sc2c(n1Cc1ccccc1)CCCC2,93,2.3,-6,4,94,39,1,7,-3
COc1ccc(Cc2c(O)[nH]c(=S)[nH]c2=O)cc1,99,0.9,-2,-4,105,-14,1,7,5
NC(CC(=O)O)C1CCCCC1 (configuration not stated),101,.,.,.,103,12,-3,-3,-1
CC(CCc1ccccc1)NC(C)C(O)c1ccc(O)cc1 (configuration not stated),88,0.1,.,-22,96,-3,-2,-4,6
Cn1c(O)c(C=NCCN2CCOCC2)c(=O)[nH]c1=S,101,0.2,-3,-5,105,9,-3,-8,0
COc1cccc(CNCCc2cccc(F)c2)c1OC,102,1.3,-11,3,108,3,0,-3,1
O=C(CCN1CCOCC1)NCC(=O)Nc1ccc(Br)cc1C(=O)c1ccccc1,102,0.6,-1,5,113,5,7,-12,1
Cc1cc(C=C2C(=O)NC(=O)NC2=O)c(C)n1-c1ccc2c(c1)OCO2,97,-4.9,0,-19,106,34,-5,0,4
CSc1ccc(CNC(C)C(O)c2ccccc2)cc1 (configuration not stated),93,-1.1,-3,-15,113,8,11,-3,8
C#CCOCOCC#CCN(CC)CC,101,1.9,2,2,105,-32,3,3,9
Cc1ccc(-n2c(O)c(/C=C/C=Nc3ccccc3)c(=O)[nH]c2=O)cc1,105,53*,-2,-59,99,6,-7,5,0
C=Cn1ccnc1P(O)(=S)c1nc(C)c(CCOC(C)=O)s1 (configuration not stated),85,-1.6,-6,-11,87,-6,0,-4,-17
COc1ccc(CNCCc2ccccc2F)c(OC)c1C,106,-1.1,-5,-10,108,6,10,-34,7
O=C(Cc1ccccc1)N1CCN(Cc2ccccc2Cl)CC1,103,-0.7,-9,15,101,22,-27,2,9
CN(C)/C=C(\C=[N+](C)C)c1[nH]ncc1[N+](=O)[O-],100,-1.9,-7,25,100,15,1,1,4
CC1=C(C(=O)O)N2C(=O)C(NC(=O)Cc3ccccc3)C2SC1 (configuration not stated),116,1.7,-1,-10,112,5,-5,2,3
Cc1cc(Cl)ccc1C(=O)C1CCCN(C2CCSCC2)C1 (configuration not stated),98,0.9,-6,-2,104,-2,9,8,3
CC1(C)C(C(=O)NCc2ccco2)C1(C)C,115,-0.3,-2,-25,120,23,-2,-5,15
Cc1cc(OCC(=O)NCC(O)c2ccccc2)c2c3c(c(=O)oc2c1)CCC3 (configuration not stated),106,-0.6,4,-6,106,20,-34,4,1
CCOc1cc2c(cc1OCC)-n1cccc1C(c1cccc(F)c1)NC2 (configuration not stated),106,-2.9,-9,12,114,-2,9,-43,6
CN(Cc1c[nH]c2ccccc12)C1CCCCC1,100,-1.1,-7,0,101,-10,8,1,-1
CCc1nc2ccc(N3CCN(C)CC3)cc2nc1CC,102,2.9,2,2,100,?,2,2,-1
C[N+]1(C)CCc2cc3c(cc2[C@H]1[C@@H]1OC(=O)c2c1ccc1c2OCO1)OCO3,85&69,0.9&-0.8,.,-29&15,87&68,-14&11,-1&1,-6&-12,5&3
CC12CCC3C(CCC4C/C(=N/O)CCC43C)C1CCC2O (configuration not stated),106,-0.9,-7,-14,104,-9,-20,-8,10

Quoted at random: 5 records from the list.
smiles,MEKK3 PB1 HTS,CRFBP-R2 agonist,GalR3 antagonist,CRFR2-BP antag,MEKK2 WT-MEK5,SUMO HTRF inh,DNA FID counter,HCV NS3 hel inh,MEKK2mut PB1 HTS
O=C1NC(=O)N(Cc2ccc(F)cc2)C(=O)/C1=C\c1ccc([N+](=O)[O-])s1,92,0.2,-5,-11,89,63*,-7,35,-10
Cc1cc(C=C2C(=O)NC(=O)NC2=O)c(C)n1-c1ccc2c(c1)OCO2,97,-4.9,0,-19,106,34,-5,0,4
CN(C)/C=C(\C=[N+](C)C)c1[nH]ncc1[N+](=O)[O-],100,-1.9,-7,25,100,15,1,1,4
Cc1ccc(S(=O)(=O)N(C)c2ccc(C(=O)NCC3(N(C)C)CCCCC3)cc2)cc1,100,-0.6,-2,-16,106,7,23,-37,4
O=C(COc1ccccc1)N1CCN(C2CCCC2)CC1,102,-1.4,-3,27,105,1,6,-2,7

More compounds:
smiles,MEKK3 PB1 HTS,CRFBP-R2 agonist,GalR3 antagonist,CRFR2-BP antag,MEKK2 WT-MEK5,SUMO HTRF inh,DNA FID counter,HCV NS3 hel inh,MEKK2mut PB1 HTS
CCCNc1oc(-c2cccc3ccccc23)nc1C#N,109,-2.3,-6,-7,114,23,0,0,12
CCCCc1ccc2[nH]cc(CCN)c2c1,104,-0.4,-8,-22,115,24,14,-26,8
COc1ccc(OCC(=O)N2CCN(Cc3ccc(SC)cc3)CC2)cc1,96,0.6,4,18,83,-1,-21,-9,-16
CCCNC(=O)Cn1cnc2sc(C(=O)N3CCC4(CC3)OCCO4)c(C)c2c1=O,97,0.1,0,-1,97,3,-9,7,1
COc1ccc2c(c1OC)C(=O)OC2c1c(O)n(Cc2ccc(F)cc2)c(=O)[nH]c1=O (configuration not stated),85,-0.1,-6,-2,92,17,-10,15,-6
COc1cc(C(C)=O)ccc1OC(=O)N(C)c1ccccc1,100,0.5,-3,-1,96,-14,-19,11,-11
O=C(c1cccc([N+](=O)[O-])c1)C12CN3CN(CN(C3)C1)C2,94,4.0,-2,2,95,14,2,-5,1
CCCCCn1c(=O)c(C(=O)Nc2ccccc2N)c(O)c2ccccc21,92,-2.2,-7,-18,97,11,-1,-9,1
C#CC(CC)(CC)NC(=O)Nc1ccc(OCC)cc1,99,-2.9,0,21,96,12,-8,-2,-1
COc1ccc(CN2CC3CC(C2)c2cccc(=O)n2C3)cc1OC (configuration not stated),93,-1.4,2,13,106,8,-10,2,9

Some of the compounds tested. The share of hits here may be higher or lower than overall.
